Source: PubChem (National Center for Advancing Translational Sciences (NCATS))
PI4K2A block = inhibitors of human PI4K2A; activity change, negative = inhibition, % at 76.9 µM; AID 1346378; actives 0.13% (n = 420,000); purified PI4K2A, ADP-Glo luminescence, 1 h; active compounds read low; Q9BTU6; in the data active = activity change below about -50%; inconclusive = mostly about -30% to -49%;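 also: -100% = wells without enzyme as full effect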
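PI4K2A activity was measured by ADP-Glo luminescence: enzyme (4 ug/mL stock) and phosphatidylinositol (1.2 mM stock) in Tris pH 7.5/MgCl2/EGTA/Triton X-100 buffer were reacted with ATP (300 microM stock) for one hour at ambient temperature.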
Vif-APOBEC3F blk = Vif-A3F binding inhibition. HeLa A3F-eYFP + Vif (tagged APOBEC3F with the HIV-1 protein that degrades it), YFP fluorescence increase. Potency, µM (highest dose often 46.1 µM), for the others: at the highest dose activity, negative = active. actives 0.2% (n = 390,000); also: potency is read from the fitted curve at half-maximal effect; % of control where 0% means no effect; nearly all actives have a fitted effect of over 65% in size
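HeLa cells stably expressing Vif plus C-terminally eYFP-tagged A3F were seeded, incubated overnight at 37 deg C, dosed with compound, incubated overnight again at 37 deg C. Yellow fluorescence (Ex 488/Em 500-530) reported blocked Vif-mediated A3F-eYFP degradation.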
Glioma ERSR ind = ER stress response induction in glioma. U87-MG GRP78 promoter luciferase reporter, 16 h. Potency, µM, for the others: at the highest dose activation, actives largely listed as activators. actives 0.02% (n = 420,000); also: potency is read from the fitted curve at half-maximal effect; series mostly up to about 76 µM; % of control where 0% means no effect; nearly all actives have a fitted effect of over 35% in size
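ERSR induction read as luciferase luminescence (Bright-Glo, 10 min at room temperature) in stably transfected human U87-MG glioma cells exposed to compounds for 16 h, using GRP78 as sensor.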
RXFP1 agonist = activates the human relaxin receptor RXFP1; Q9HBX9; HEK293T-RXFP1 cAMP TR-FRET, 30 min; response scale: percent of porcine relaxin response, buffer zero; Potency, µM (doses to about 57.5 µM), for the others: top-dose activation, usual class: activators; actives 0.3% (n = 370,000); AID 2676; also: potency is read from the fitted curve at half-maximal effect; % is scaled to controls: 0 for no effect and ±100 for the full control effect; nearly all actives have a fitted effect of over 60% in size; many of its hits are not listed in these tables
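cAMP rise read by TR-FRET after 30 min, 37C compound exposure (up to 58 uM) in RXFP1-transfected HEK293 cells with Ro 20174 present. EC50 from Hill-equation fits, with 29 nM porcine relaxin as 100% and buffer as basal.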
USP1-UAF1 inh = blocks the human USP1/UAF1 deubiquitinase complex | Potency, µM (doses to about 57.1 µM), inactives show at the highest dose activity change, negative = inhibition, most hits filed as inhibitors | recombinant USP1/UAF1, Ub-Rhodamine cleavage fluorescence | actives 0.23% (n = 390,000); also: potency is read from the fitted curve at half-maximal effect; % is scaled to controls: 0 for no effect and ±100 for the full control effect; nearly all actives have a fitted effect of over 60% in size; inactives centre near -12
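USP1/UAF1 complex at 1 nM was preincubated with compound for 15 min at room temperature, then Ub-Rho substrate (150nM final) was added. Fluorescence (480/540 nm) was read kinetically, 6 reads every 60 seconds.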
TrxR1 substrate = is turned over as a substrate by rat TrxR1. O89049. purified TrxR1 substrate turnover, NADPH consumption readout. Potency, µM (titrated, usually from 114 µM), without a hit: top-dose activity change, negative = substrate turnover. actives 0.01% (n = 390,000). AID 588456; also: potency is read from the fitted curve at half-maximal effect; % is scaled to controls: 0 for no effect and ±100 for the full control effect; nearly all actives have a fitted effect of over 50% in size
Target sequence (O89049 whole entry, looked up): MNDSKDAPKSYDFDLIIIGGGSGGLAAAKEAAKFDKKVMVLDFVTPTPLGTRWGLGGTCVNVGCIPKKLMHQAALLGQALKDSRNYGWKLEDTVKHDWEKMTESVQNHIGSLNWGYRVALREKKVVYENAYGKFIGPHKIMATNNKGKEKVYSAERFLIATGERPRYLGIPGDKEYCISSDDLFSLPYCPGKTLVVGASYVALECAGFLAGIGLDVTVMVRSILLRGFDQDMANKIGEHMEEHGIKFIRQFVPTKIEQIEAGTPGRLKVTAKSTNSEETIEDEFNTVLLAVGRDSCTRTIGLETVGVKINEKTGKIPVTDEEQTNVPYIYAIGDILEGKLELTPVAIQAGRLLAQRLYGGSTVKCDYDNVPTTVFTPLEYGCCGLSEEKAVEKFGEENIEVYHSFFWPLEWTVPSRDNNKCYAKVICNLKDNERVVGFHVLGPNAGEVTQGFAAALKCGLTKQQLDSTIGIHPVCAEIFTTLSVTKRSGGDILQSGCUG
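Rat TrxR1, dispensed at 90 nM, was prereduced with 400 uM NADPH (final) for 5 min at ~22 deg C, then incubated with compound 15 min before 400 uM selenite. A first-read NADPH fluorescence drop versus no-compound background flagged substrates.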
IDH1 R132H inh = human IDH1 R132H inhibition. actives 0.093% (n = 390,000). O75874. Potency, µM (highest dose often 76.6 µM), for inactives: top-dose activity change, negative = inhibition, hits mostly inhibitors. IDH1-R132H enzyme, NADPH consumption, diaphorase/resazurin fluorescence. AID 602179; also: potency is read from the fitted curve at half-maximal effect; % is scaled to controls: 0 for no effect and ±100 for the full control effect; nearly all actives have a fitted effect of over 65% in size
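IDH1-R132H (0.5 ug/mL) preincubated 30 min with compound, then NADPH (0.016 mM) and alpha-KG (2 mM) added; 80 min at RT, pH 7.5. Remaining NADPH coupled via diaphorase/resazurin to fluorescence (540/590 nm); concentration-response curves normalized to no-enzyme control.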
Vif-A3G inh = blocks the Vif interaction with human APOBEC3G | Q9HC16 | HeLa A3G-eYFP + Vif (tagged APOBEC3G with the HIV-1 protein that degrades it), YFP fluorescence, overnight | Potency, µM (titrated, usually from 46.1 µM), for the others: at the highest dose activity, negative = active, usual class: inhibitors | actives 0.076% (n = 410,000) | AID 602310;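 also: potency is read from the fitted curve at half-maximal effect; % is scaled to controls: 0 for no effect and ±100 for the full control effect; nearly all actives have a fitted effect of over 60% in size; hits raise eYFP signal because A3G escapes Vif-driven loss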
Target sequence (Q9HC16 whole entry, looked up): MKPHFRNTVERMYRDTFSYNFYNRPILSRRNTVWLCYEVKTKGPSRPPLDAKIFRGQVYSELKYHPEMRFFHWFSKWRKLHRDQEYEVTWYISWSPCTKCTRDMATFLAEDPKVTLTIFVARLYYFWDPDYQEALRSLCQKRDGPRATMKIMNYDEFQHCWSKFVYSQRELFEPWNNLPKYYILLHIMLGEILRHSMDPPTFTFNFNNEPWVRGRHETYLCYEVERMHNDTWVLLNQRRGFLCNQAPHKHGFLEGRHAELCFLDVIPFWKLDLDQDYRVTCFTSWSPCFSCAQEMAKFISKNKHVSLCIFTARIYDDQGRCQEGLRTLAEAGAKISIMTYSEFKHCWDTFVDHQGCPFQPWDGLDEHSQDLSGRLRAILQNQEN
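Read-out is eYFP fluorescence (Ex 488/Em 500-530) from Vif-expressing HeLa A3G-eYFP cells; more signal means A3G escaped Vif-mediated degradation. Cells plated overnight, compound pinned in, incubated overnight at 37 deg C.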
LDHA inh = LDHA (human) enzyme inhibition. activity change, % (values are at about 110 or 230 µM). AID 1347041. actives 0.15% (n = 480,000). purified LDHA, NADH/diaphorase-resazurin fluorescence; active compounds read low; in the data active = activity change below about -30%; inconclusive = mostly about -25% to -30%;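 also: plate controls were DMSO wells for no effect and wells without enzyme for full effect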
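Human LDH5 at 2 nM final in Tris HCl pH 7.4 with 0.06 mM NADH and 0.2 mM pyruvate, reacted 5 minutes at room temperature. Remaining NADH coupled via diaphorase/resazurin; resorufin fluorescence read at 0 and 20 minutes, normalized to enzyme-free and DMSO wells.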
* = called active by the depositor; ? = inconclusive; . = not tested or not shown; & = joins results of further samples; [ ] = dose if it differs, or a comment. Unless noted, calls follow the shape of the dose curve; as a rule, active = well fitted curve in the direction sought with a large enough effect; inconclusive = small, poorly fitted or top-dose-only effect, or another doubt; inactive = no such curve, though single readings can be large; an effect the other way counts as inactive or inconclusive.

Molecule,USP1-UAF1 inh,IDH1 R132H inh,Vif-A3G inh,PI4K2A block,TrxR1 substrate,Glioma ERSR ind,RXFP1 agonist,Vif-APOBEC3F blk,LDHA inh
COc1ccccc1C(=O)Nc1ccnn1C1CCN(C(C)CSC)CC1 (stereo not drawn),-13%,-4%,-3%,0,3%,2%,-2.5%,-14%,-2
COc1cc(OC)cc(-c2c(-c3ccc(F)cc3)c3cc(-c4cnc(OC)nc4)ccc3n2C)c1,9%,-10%,2%,-1,57%[activator][57.1 µM],-2%,0.0%,2%,-8
O=S(=O)(/C=C/c1ccccc1)NCc1ccccc1Cl,-12%,7%,1%,2,5%[57.1 µM],-4%,-0.3%,-1%,-12
COCC(=O)Nc1nc2ccc(S(C)(=O)=O)cc2s1,-8%,-1%,0%,2,-6%,-2%,0.3%,4%,-4
Nc1cc(Cl)ccc1CN1C(=O)c2ccccc2C1=O,.,.,-2%,2,.,3%,.,.,-15
CC[C@@]12C(=O)N(c3cccc(Cl)c3)C(=O)N1[C@H](c1cccc(C)c1)[C@@H]1C(=O)N(Cc3ccccc3)C(=O)[C@@H]12,-7%,-19%,-1%,-2,-8%,-4%,-1.9%,-1%,-3
CCOC(=O)CCc1nc2ccccc2[nH]1,-20%,-2%,0%,-1,10%,-2%,1.7%,-1%,-11
O=C1NC(C2CC3C=CC2C3)Nc2ccccc21 (stereo not drawn),-25%,-8%,0%,1,.,-4%,.,1%,-10
O=C(COC(=O)CCc1ccccc1)Nc1cc(S(=O)(=O)N2CCOCC2)ccc1N1CCCC1,-13%,0%,3%,8,7%[57.1 µM],-2%,-0.5%,7%,-4
Cc1ccc(S(=O)(=O)N2CCN(C(=O)COC(=O)c3oc4ccccc4c3C)CC2)cc1,-21%,-3%,0%,3,-3%[57.1 µM],-2%,0.6%,1%,-2
Cc1ccc(SCCC(=O)N2CCN(S(=O)(=O)c3ccccc3)CC2)cc1,-16%,6%,-1%,5,-3%,-5%,-3.8%,-3%,-2
CC(=O)C1=C(c2ccccc2)NC(=O)NC1c1cccs1 (stereo not drawn),-6%,-1%,1%,-5,-8%,-6%,-1.5%,-12%,-4
COc1cc(/C=N/OCC(=O)Nc2cc(C)cc(C)c2)ccc1OCc1ccc(Cl)cc1,-5%,2%,1%,-1,-7%,1%,1.6%,-4%,2
Cc1cc2cc(C)c(NCCNC(=O)c3cccc(F)c3)nc2cc1C,-3%,-3%,0%,-3,1%,-3%,0.1%,-9%,-10
O=C(Nc1ccc(C(=O)O)cc1)/C(=C\c1ccco1)NC(=O)c1ccccc1Cl,-21%,0%,0%,-6,-6%[57.1 µM],0%,-1.4%,8%,8
CC1CCCC(C)N1C(=O)COC(=O)c1ccc2ccccc2n1 (stereo not drawn),-4%,7%,-4%,2,-6%,-2%,.,0%,-3
COc1ccc(CN(CC(=O)NCc2ccc(F)cc2)C(=O)CCC(=O)Nc2cc(C)ccn2)cc1,-4%,-10%,0%,1,3%,-7%,3.3%,2%,-12
CC(=O)c1ccc(N2CCN(CC(O)COC(c3ccccc3)c3ccccc3)CC2)cc1 (stereo not drawn),?,-1%,-2%,-11,-4%,-6%,-3.2%,-8%,-21
CCC(C)n1c(=N)c(C#N)cc2c(=O)n3cc(C)ccc3nc21 (stereo not drawn),-12%,-10%,4%,6,20%,-4%,3.3%,-3%,-13
CC(C)C[C@H](NC(=O)c1[nH]cnc1C(=O)Nc1ccccc1)C(=O)OC(C)(C)C,?,13%,-8%,-2,-11%[57.1 µM],-13%,3.6%,10%,7
CCOC(=O)N1CCC(NC(=O)c2cnn(-c3ccc(OC)cc3)c2C2CCN(C(=O)OC(C)(C)C)CC2)CC1,-4%,1%,-4%,2,4%,-2%,1.6%,0%,0
C(=N\Nc1nc(-c2ccccn2)nc2ccccc12)/c1ccccc1,.,.,-15%,.,27%,-3%,-5.1%,.,0
CC(C)CC1NC(=O)N(CC(=O)Nc2ccc(OC(F)F)cc2)C1=O (stereo not drawn),1%,4%,-4%,-1,5%,-3%,1.3%,4%,-3
COc1ccc(CNC(=O)COC(=O)c2ccc(Br)c(S(=O)(=O)N3CCOCC3)c2)cc1,-25%,-2%,0%,-2,1%,-3%,.,3%,0
COc1ccccc1C(=O)NCCC(=O)NCC(c1ccc(F)cc1)N1CCOCC1 (stereo not drawn),-6%,2%,0%,0,6%,-3%,-0.8%,3%,-4
CCN(CC)c1ccc(C2C(C(N)=O)=C(C)Nc3nc(SCc4ccccc4Cl)nn32)cc1 (stereo not drawn),-16%,-5%,?,-9,6%,-3%,-0.3%,?,-6
O=C(CSc1oc(-c2ccc(F)cc2)nc1S(=O)(=O)c1ccc(Br)cc1)NC1CCCCC1,-4%,6%,0%,0,9%[2.29 µM],-4%,-1.1%,3%,-3
CC1OC(=O)c2cc3ccccc3nc21 (stereo not drawn),-26%,2%,-1%,-7,.,-7%,.,-4%,-6
O=C(N/N=C/c1ccco1)C12CC3CC(CC(C3)C1)C2,-22%,6%,-2%,1,6%[57.1 µM],4%,-1.1%,-2%,-1
NC(=O)c1ccc(NC(=O)CSc2nnc(-c3ccccn3)n2N)cc1,-25%,-4%,-1%,8,1%,-1%,?,-5%,-6
CC(C)c1ccc(S(=O)(=O)N2CCN(C(=O)c3cccc(F)c3)CC2)cc1,-17%,11%,-4%,5,-10%[57.1 µM],-6%,1.9%,5%,0
CN1CCN(C(=O)CSc2cc(=O)n(C)c3ccccc23)CC1,-10%,1%,9%,-3,4%,-3%,7.2%,-3%,-1
COc1ccc(NC(=O)Nc2nnc(N(C)C3CCCCC3)s2)c(OC)c1,?,-12%,3%,1,-1%,8%,-0.6%,-20%,5
Cc1ccc(-n2c(SCC(=O)NCc3ccco3)nc3sc4c(c3c2=O)CC(C)(C)SC4)cc1,-18%,2%,3%,4,9%,0%,1.2%,5%,-5
CCCN1CCC(=NNC(=O)CSc2cc(C)c(Br)cc2C)CC1,-15%,3%,-7%,11,-4%,-5%,-0.2%,2%,-6
O=C(Nc1cccc(S(=O)(=O)N2CCCCC2)c1)C1CC(=O)N(c2ccc3c(c2)OCCO3)C1 (stereo not drawn),-23%,-10%,4%,1,-7%,-5%,-2.3%,8%,-3
COc1cccc(-c2csc3nc[nH]c(=O)c23)c1,-1%,-3%,1%,-4,10%[57.1 µM],1%,0.8%,-1%,-8
COc1ccc(Cn2cc(C(=O)c3ccc(C)cc3)c(=O)c3cc(OC)c(OC)cc32)cc1,?,-6%,2%,-1,-1%,-1%,0.6%,1%,-1
O=C(OCC(=O)N1CCN(C(=O)c2ccco2)CC1)c1ccccc1Cc1ccccc1,-8%,0%,0%,-4,2%,4%,-0.9%,14%,1
O=C(CS(=O)(=O)c1ccccc1)Nc1ccc(Br)cn1,2%,1%,1%,-11,-11%,-2%,-1.6%,3%,1
CC(C)(C)NC(=O)C1CCN(c2ccc(S(=O)(=O)N3CCOCC3)cc2Cl)CC1,-8%,12%,1%,2,-15%,-3%,-1.8%,-6%,-5
COc1ccc(Cl)c(Cn2c(NCCCN(C)C)nc3c2c(=O)n(C)c(=O)n3C)c1,2%,-5%,3%,-1,-5%,-4%,1.1%,-2%,0&0
O=C(NCc1ccc(Cl)cc1)C1CCN(S(=O)(=O)c2ccc3c(c2)CCCN3C(=O)C2CCC2)CC1,-7%,0%,-1%,-2,3%[57.1 µM],-1%,1.8%,1%,3
CC1CCCC(NC(=O)COC(=O)Cc2ccc(Cl)cc2)C1C (stereo not drawn),-17%,19%,0%,6,-7%,-4%,.,0%,-3
CC1CN(CC(=O)Nc2ccc(Br)cn2)CC(C)O1 (stereo not drawn),-13%,-3%,-2%,3,-6%,-1%,-2.7%,1%,-1
COc1ccc2ncc3c(-c4ccc(C)c(C)c4)nn(CC(=O)Nc4ccccc4)c3c2c1,-18%,-13%,-4%,0,11%[57.1 µM],-4%,11%,-26%,0
COc1ccc(/C=C/C(=O)Oc2ccc(/C=N/NC(=O)c3ccncc3)cc2)cc1,-6%,8%,-1%,-9,9%[57.1 µM],-5%,-0.2%,-3%,-13
Cc1cnc(C(=O)OCC(=O)Nc2cc(S(=O)(=O)N3CCOCC3)ccc2Cl)cn1,-19%,-1%,0%,-5,14%[57.1 µM],-5%,.,-29%,-4
N#C/C(=C\c1ccc(F)c(Br)c1)C(=O)NC1CC1,-25%,-8%,-9%,14,-2%,-4%,4.7%,-4%,-2
Cc1ccc(NS(=O)(=O)c2ccc(C(=O)N3CCCCCC3)cc2)cc1,-4%,1%,1%,0,1%,0%,-1.2%,4%,-7

This is a subset; the hit share may differ from the screen's.
